West Nile antiviral: inhibition of WNV-induced cytopathic effect – cell-based, CPE readout (AID 1621) | CPE inhibition, % at 10 µM, or IC50 in µM where a hit was titrated | West Nile virus-infected cells, CPE inhibition; higher % means a stronger effect | hit rate 0.02% among 290,000; in the data active means a potency from the dose series; further: strong numbers were not always called active
PhoP inhibition: PhoP-dependent GFP reporter repression – Salmonella Typhimurium, primary screen (AID 1863); hit rate 0.16% among 300,000; inhibition, % at 50 µM, or IC50 in µM where a hit was titrated; S. Typhimurium PhoP-regulated promoter GFP reporter, 4 h; higher % means a stronger effect;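 active means inhibition over 29.93%, a cutoff 3 SD above the screen mean, later confirmed by dose response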;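 further: 0% = low Mg2+ inducing control and 100% = high Mg2+ repressing control; strong numbers were not always called active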
Siah-1 displacement: Siah-1 peptide-binding antagonists, primary screen, biochemical, fluorescence polarization, rhodamine-plectin, uHTS (AID 1817); Siah-1 / rhodamine-plectin peptide fluorescence polarization; higher % means a stronger effect; displacement, % at 20 µM, or IC50 in µM where a hit was titrated; hit rate 0.02% among 290,000;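 active means displacement of at least 50% at 20 µM, with a fluorescence ratio check between 0.3 and a set limit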;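 further: plate controls were Siah plus tracer with DMSO for no effect and tracer alone without Siah for full effect; strong numbers were not always called active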
The depositor's hits bear a star. The list is partial. The share of hits here may be higher or lower than overall.

canonical_smiles | West Nile antiviral | PhoP inhibition | Siah-1 displacement
CC(C)CC(NC(=O)C1CCCCC1)C(=O)NC(C)c1ccccc1 (stereo not given) | -0.9% | 23% | -4%
CCc1ccccc1S(=O)(=O)Cc1ccc(C(=O)NCCc2ccccc2)o1 | -0.8% | -6% | 6%
CS(=O)(=O)N(CC(=O)N1CCCCCC1)c1cc(Cl)ccc1Cl | -0.8% | -5% | -1%
NS(=O)(=O)c1ccc(CCNC(=O)Cc2cccs2)cc1 | 0.4% | 4% | -5%
COc1ccc2[nH]c3c(c2c1)[C@@H]1CCN2C(=O)CCC[C@H](C3)[C@H]12 | -0.3% | -7% | 5%
O=C(c1ccccn1)N1CCCC(N2CCN(c3ccc(F)cc3)CC2)C1 (stereo not given) | -0.2% | 0% | 9%
O=C(Nc1ccnn1C1CCN(Cc2ccccc2)CC1)C1CCOC1 (stereo not given) | -0.2% | 1% | 1%
CC1CCN(c2oc(-c3ccc(F)cc3)nc2C#N)CC1 | -0.5% | 5% | -4%
Cc1ccc(CS(=O)(=O)Cc2ccc(C(=O)NC3CC3)o2)cc1 | -0.6% | -9% | -2%
O=C(CN(C(=O)CCC(=O)Nc1ccccn1)c1ccc(F)cc1)NCc1ccco1 | 3.4% | -7% | -2%
C/C(=N\NC(=O)C1(C)CC1(Br)Br)c1ccc(C)cc1C (stereo not given) | -0.6% | 6% | 15%
COc1ccc(N2CCN(CCCNC(=O)C(=O)c3c(C)n(C)c4ccccc34)CC2)cc1 | -0.2% | 10% | -6%
O=C(c1ccc(C(F)(F)F)cc1)C1CCCN(C(=O)CCc2ccncc2)C1 (stereo not given) | -0.8% | 9% | 0%
Cc1ccc(OCCNC(=O)Cc2ccc(S(=O)(=O)N3CCOCC3)s2)cc1 | -0.7% | 5% | -5%
O=C(COc1ccccc1)N=C1SC2CS(=O)(=O)CC2N1c1cccc(F)c1 (stereo not given) | -0.8% | 3% | -3%
Cc1ccccc1-n1nc2c(c1NC(=O)C(C)(C)C)CS(=O)(=O)C2 | -0.2% | 1% | 2%
Cc1cccc(NC(=O)CCNS(=O)(=O)c2cc(Br)cnc2N)c1C | -0.8% | -4% | 4%
CN(Cc1ccon1)C(=O)C1CCN(C2CCN(CCCc3ccccc3)CC2)CC1 | -0.3% | 5% | -4%
Cn1c(SCC(=O)Nc2ccc(F)cc2)nc2c(c1=O)SCC2 | -0.8% | -4% | -1%
S=C(Nc1cccnc1)N1CCN(c2ccccc2Cl)CC1 | -0.8% | -3% | -1%
Cc1ccc(CC(=O)NCCc2ccc(S(N)(=O)=O)cc2)cc1 | -0.7% | 1% | 2%
CN(C)S(=O)(=O)n1cc(/C=C(\NC(=O)c2ccccc2Cl)C(=O)N2CCOCC2)c2ccccc21 | 0.0% | -9% | 3%
C/C(=N\NC(=O)COc1ccccc1[N+](=O)[O-])c1cccc(NC(=O)c2ccncc2)c1 | 0.7% | -5% | -2%
COc1ccc(-c2nc(CS(=O)CC(=O)N3CCN(C)CC3)c(C)o2)cc1OC (stereo not given) | -0.2% | -6% | 0%
COc1ccc(-n2nc3c(c2NC(=O)CCCCl)CSC3)cc1 | 0.1% | -3% | 2%
COCCNc1nnc(Cc2ccc(Cl)cc2)c(=O)[nH]1 | -0.5% | 3% | -1%
Cc1ccc(S(=O)(=O)/N=C(/Nc2cccc(O)c2)c2ccccc2)cc1 | -1.2% | -3% | 5%
CN1CCCN(C(=O)c2cc3c(s2)CCCC3)CC1 | -0.5% | -5% | 4%
O=C(N/N=C/c1ccc(O)cc1O)c1ccncc1 | -0.8% | 18% | -6%
CC(C)Oc1ccccc1C1NC(=O)CCC1[N+](=O)[O-] (stereo not given) | 0.2% | -1% | -1%
O=C(NCCCNC(=O)c1cc(Cl)ccc1Cl)c1ccco1 | -0.1% | -3% | -2%
CN1CCC(NC(=O)CCc2ccccc2)CC1 | -0.2% | -5% | -2%
O=C(NC1CCCCC1)[C@@H]1CSC2c3ccccc3C(=O)N21 (stereo not given in full) | -1.0% | -5% | 4%
Cc1cccc(C(=O)NNC(=O)C23CC4CC(CC(C4)C2)C3)c1O | -0.3% | -2% | 10%
COCC(=O)N1CCC(n2nccc2NC(=O)c2ccccc2OC)CC1 | -0.1% | 2% | -1%
CC1CN(S(=O)(=O)c2ccc(C(=O)Nc3ccc(S(=O)(=O)N4CCOCC4)cc3)cc2)CC(C)O1 (stereo not given) | -0.6% | -4% | 0%
COc1ccc(S(=O)(=O)N2CCN(Cc3ccco3)CC2)cc1 | -0.4% | 8% | 3%
O=C(NC(=S)Nc1cccc([N+](=O)[O-])c1)C1CCCC1 | -1.0% | 8% | -5%
O=C(CCC(=O)NC1CCCCC1)NCc1ccc(F)cc1 | -0.3% | 0% | 10%
Cc1noc(C(=O)Nc2ccc(C#N)cc2)c1Cl | 0.1% | 2% | -4%
C=CCNc1nc(Cl)nc(NCc2ccco2)n1 | -1.3% | -2% | 2%
CN1CCN(C(=O)CCn2c(=O)c3cccn3c3cccnc32)CC1 | 0.1% | 0% | -5%
COc1ccc2ccccc2c1/C=N/NC(=O)c1nnn(-c2nonc2N)c1CN(C)C | 0.1% | -9% | -4%
CCOc1ccc(N2CC(C(=O)Nc3ccccc3C(=O)NC3CC3)CC2=O)cc1 (stereo not given) | 0.2% | 4% | 1%
O=C1COc2ccc(S(=O)(=O)N3CCCC3)cc2N1 | -0.1% | -5% | -2%
N#Cc1ccc(S(=O)(=O)NC2CCCCNC2=O)cc1 (stereo not given) | 0.1% | -4% | 2%
COc1ccccc1C(=O)Nc1ccnn1C1CCN(C(=O)c2ccoc2C)CC1 | -0.4% | -10% | 0%
COc1ccc([C@@H]2[C@@H]3C(=O)N(C(C)(C)C)C(=O)[C@@H]3[C@]3(Cc4ccccc4)C(=O)N(c4ccc(Br)cc4)C(=O)N23)cc1 | 13% | 7% | 0%
CCCc1nc2ccc(NC(C)=O)cc2c(=O)n1Cc1ccccc1Cl | -0.4% | 9% | -1%
CSCCC(NC(=O)c1ccccc1)C(=O)N(C)CC(=O)Nc1ccc(N2CCOCC2)cc1 (stereo not given) | -0.4% | -5% | 6%
CC(=O)c1cccc(NC(=O)NCCc2ccc(Cl)cc2)c1 | -0.6% | 2% | 0%
CCN1C(=NCCc2cccnc2)N[C@@H](c2ccccc2)C(C(=O)OC)=C1C | -0.4% | 5% | 5%
CCCn1c2ccccc2c2cnn(CC(=O)NCCOC)c(=O)c21 | -0.9% | 6% | -5%
CCOC(=O)c1nnn(-c2nonc2N)c1CN1CCCC1 | -0.1% | 2% | 1%
Cc1cc(C)n(CC(=O)NNC(=O)CCCOc2ccc(Cl)cc2C)n1 | -0.5% | 1% | 1%
CC(=O)c1ccc(N2C(=NC(=O)CCc3ccccc3)SC3CS(=O)(=O)CC32)cc1 (stereo not given) | -0.6% | -6% | 0%
Cc1cccc(C(=O)N2N=C(c3ccc(NS(C)(=O)=O)cc3)CC2c2cccs2)c1 (stereo not given) | -0.3% | 3% | 2%
CCN(CC(=O)Nc1ccc(NC(C)=O)cc1)C(=O)c1c(-c2c(F)cccc2Cl)noc1C | -0.2% | 1% | -4%
COCCn1c(SCC(=O)N2CCCCCC2)nc2c(c1=O)SCC2 | -0.8% | -6% | -3%
O=S(=O)(c1ccc2ccccc2c1)N1CCN(CCO)CC1 | -0.2% | 2% | 2%

Going on with the list:
canonical_smiles | West Nile antiviral | PhoP inhibition | Siah-1 displacement
O=C(Nc1ccccc1Cl)C1CCCN1C(=O)OCc1ccccc1 (stereo not given) | 0.3% | 8% | -6%
COc1ccc2c(c1)c(C(C)=O)c(C)n2CCc1ccc(OC)c(OC)c1 | -0.7% | 2% | 8%
Cc1nnc(NC(=O)C(c2ccccc2)c2ccccc2)s1 | -0.4% | 4% | -1%
Cn1c(SCc2ccc(Br)cc2)nc2ccccc2c1=O | -0.7% | -5% | -4%
Cc1ccc2nc(NC(=O)C3CCN(c4ncnc5sc(C)c(C)c45)CC3)sc2c1 | -0.3% | 3% | -4%
COc1ccc2c(c1OC)C(=O)N1C2SC(C)(C)[C@H]1C(=O)NC1CC1 (stereo not given in full) | -0.8% | 9% | 0%
COc1ccc(N(CC(=O)N2CCN(c3cccc(Cl)c3)CC2)S(=O)(=O)c2c(C)noc2C)cc1 | -0.7% | -3% | 9%
O=C(COc1ccc2c3c(c(=O)oc2c1)CCC3)N1CCN(c2ccccc2)CC1 | 0.7% | -2% | 2%
CCc1cc(-c2[nH]ncc2-c2ccc(OC)cc2)c(O)cc1O | 12% | 1% | 3%
COc1ccc(C(CCNCc2ccc(N(C)C)cc2)c2ccccc2OC)cc1 (stereo not given) | 0.3% | -7% | 9%
O=C(CNC(=O)C1COc2ccccc2O1)N/N=C/c1ccc([N+](=O)[O-])cc1 (stereo not given) | -0.8% | -4% | 2%
CC(=O)N1c2ccc(S(=O)(=O)N3CCCCC3)cc2CC1C(=O)Nc1ccc(F)cc1C (stereo not given) | -0.1% | -3% | 4%
CC(C)NC(=O)c1ccc(CSCc2ccccc2Cl)o1 | -1.3% | -4% | -4%
COc1ccc(C(=O)NC(C)c2nccs2)cc1OC1CCN(C(C)C)CC1 (stereo not given) | -0.3% | 1% | 4%
Cc1ccc(C23CC4CC(CC(C(=O)NC(C(=O)O)C(C)C)(C4)C2)C3)cc1 (stereo not given) | 0.6% | 1% | -2%
CCCCSc1nc2sc3c(c2c(=O)n1-c1ccccc1)CCN(C)C3 | -1.1% | -4% | -2%
C=CCN(c1ccc(C(=O)NCCCn2ccnc2)cc1)S(C)(=O)=O | 0.6% | 1% | 0%
COCC(=O)Nc1ccc2c(c1)OCC(=O)N2Cc1ccccc1F | -1.0% | -4% | 5%
COc1cccc(C(C(=O)NC2CCCC2)N(C(=O)c2ccco2)c2ccccc2F)c1OC (stereo not given) | -1.1% | -2% | -2%
CC(=O)c1cccc(NC(=O)Cn2cnc(S(=O)(=O)N3CCCCC3)c2)c1 | -0.1% | 0% | 3%

3 records drawn at random from those above, as already listed:
canonical_smiles | West Nile antiviral | PhoP inhibition | Siah-1 displacement
COCC(=O)Nc1ccc2c(c1)OCC(=O)N2Cc1ccccc1F | -1.0% | -4% | 5%
CC(=O)N1c2ccc(S(=O)(=O)N3CCCCC3)cc2CC1C(=O)Nc1ccc(F)cc1C (stereo not given) | -0.1% | -3% | 4%
COc1cccc(C(C(=O)NC2CCCC2)N(C(=O)c2ccco2)c2ccccc2F)c1OC (stereo not given) | -1.1% | -2% | -2%

Other records
canonical_smiles | West Nile antiviral | PhoP inhibition | Siah-1 displacement
Cc1c(C(=O)N2CCN(c3ccccc3)CC2)sc2nc3n(c(=O)c12)CCC3 | -0.2% | -6% | 1%
CCOCCCn1c(=S)[nH]c2cc(C(=O)NC3CCCCC3C)ccc2c1=O (stereo not given) | -0.9% | 9% | -4%
NC(N)=NS(=O)(=O)c1ccc(N/C=C/C(=O)c2ccc(Cl)c(Cl)c2)cc1 | -0.1% | 3% | 2%
CCOC(=O)c1ccc(NC(=O)N2CCc3ccccc3C2)cc1 | -0.2% | 3% | 6%
CCCCn1c(N)c(N(Cc2ccccc2OC)C(=O)C(C)Oc2ccc(Cl)cc2)c(=O)[nH]c1=O (stereo not given) | 0.1% | 12% | 0%
CC(=O)Nc1ccccc1NC(=O)COc1cccc2ccccc12 | -0.3% | -3% | 5%
O=C(N/N=C/c1ccsc1)c1c[nH]c2ccccc12 | -0.1% | 0% | -1%
O=C(N/N=C/c1ccc2c(c1)OCO2)C(=O)Nc1ccccc1Cl | -0.1% | 4% | -4%
O=C(NNC(=S)NC(=O)c1ccccc1)c1cccnc1 | -0.3% | -9% | 3%
COCCc1nc2ccc(C(=O)N3CCCC(CCCO)C3)cc2o1 (stereo not given) | 0.2% | 0% | 13%
CCCN(CCC)Cc1c(C(=O)N/N=C/c2ccco2)nnn1-c1nonc1N | 0.8% | 3% | 0%
CC(C)CCN1C(Nc2ccccc2)=NC[C@@H]1C | -0.5% | -13% | 4%
Cc1ccc(N(C)C(=O)CN(C)S(=O)(=O)c2ccc3c(c2)n(C)c(=O)c(=O)n3C)cc1 | -0.2% | 4% | -1%
COCCNC(=O)c1cccc(OC2CCN(Cc3cccc(C(C)=O)c3)CC2)c1 | -1.4% | 5% | -1%

Molecules listed so far containing two or more sulfur atoms:
canonical_smiles | West Nile antiviral | PhoP inhibition | Siah-1 displacement
NS(=O)(=O)c1ccc(CCNC(=O)Cc2cccs2)cc1 | 0.4% | 4% | -5%
Cc1ccc(OCCNC(=O)Cc2ccc(S(=O)(=O)N3CCOCC3)s2)cc1 | -0.7% | 5% | -5%
O=C(COc1ccccc1)N=C1SC2CS(=O)(=O)CC2N1c1cccc(F)c1 (stereo not given) | -0.8% | 3% | -3%
Cn1c(SCC(=O)Nc2ccc(F)cc2)nc2c(c1=O)SCC2 | -0.8% | -4% | -1%
CC1CN(S(=O)(=O)c2ccc(C(=O)Nc3ccc(S(=O)(=O)N4CCOCC4)cc3)cc2)CC(C)O1 (stereo not given) | -0.6% | -4% | 0%
CC(=O)c1ccc(N2C(=NC(=O)CCc3ccccc3)SC3CS(=O)(=O)CC32)cc1 (stereo not given) | -0.6% | -6% | 0%
Cc1cccc(C(=O)N2N=C(c3ccc(NS(C)(=O)=O)cc3)CC2c2cccs2)c1 (stereo not given) | -0.3% | 3% | 2%
COCCn1c(SCC(=O)N2CCCCCC2)nc2c(c1=O)SCC2 | -0.8% | -6% | -3%
Cc1ccc2nc(NC(=O)C3CCN(c4ncnc5sc(C)c(C)c45)CC3)sc2c1 | -0.3% | 3% | -4%
CCCCSc1nc2sc3c(c2c(=O)n1-c1ccccc1)CCN(C)C3 | -1.1% | -4% | -2%
